# Wnt act: activators of Wnt/beta-catenin signaling. AID 743398. actives 1.2% (n = 300,000). Wnt/beta-catenin reporter cell assay, activator, plate reader. activation, % at 9.35 µM; in the data active = activation above about 30%, passing the limit was not always enough;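 note: 0% = neutral control wells and 100% = positive control wells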
# * = called active by the depositor.
SMILES,Wnt act
COC(=O)C1=C(C)N(Cc2ccc(F)cc2)C(=S)NC1c1cccc(Br)c1 (centres undefined),-4
Cc1ccc2cc(F)c(F)c(F)c2n1,-1
C[C@@H]1CCCCO[C@H](CN(C)C)[C@H](C)CN([C@@H](C)CO)C(=O)c2cc(NC(=O)Nc3ccc(C(F)(F)F)cc3)ccc2O1,-1
O=C(C[C@@H]1C[C@@H]2c3cc(NC(=O)C4CCC4)ccc3O[C@@H]2[C@@H](CO)O1)NCc1ccc(Cl)cc1,2
CCCN1CCCCC(NC(=O)c2ccc(Cl)cc2Cl)C1=O (centres undefined),-3
COCC(=O)N1C[C@H]2CON(C)[C@H]2C[C@H]1c1cccc(-c2ccccc2OC)c1,-1
Cc1ccc2nc(C3CCCCC3)c(Cc3ccccc3)n2c1,-2
COc1ccc(-c2cc3c(c4c2ccn4C)C2CCC3O2)cn1 (centres undefined),-1
COc1ccc2nc(NN=Cc3cccc(C)n3)cc(C)c2c1,1
COc1ccc(-c2ccc(C(=O)Nc3ccccc3)c3occc23)c(C)c1,5
CSCCC(C(=O)NCc1ccccc1)n1c(C2CCN(C(C)=O)CC2)nc2ccccc21 (centres undefined),1
O=C(COC(=O)c1c(F)cccc1F)NC(=O)NCc1ccccc1,3
COc1ccc(-n2nnnc2C(c2cccc3ccccc23)N2CCN(C/C=C/c3ccccc3)CC2)cc1 (centres undefined),-4
C[C@H](CO)N1C[C@H](C)[C@@H](CN(C)Cc2ccc(C(=O)O)cc2)Oc2ncc(Br)cc2C1=O,-3
Cc1cccc(C)c1NC(=O)C(c1ccc(C#N)cc1)n1c(=O)c(-c2ccccc2)nc2ccccc21 (centres undefined),-2
COc1cccc(NC(=O)N(C)C[C@H]2OCc3cn(nn3)CCCC(=O)N([C@@H](C)CO)C[C@@H]2C)c1,1
COc1ccc([C@H]2C[C@@H](O)[C@H](n3cc(C4CC4)nn3)CN2C(=O)c2cccs2)cc1,-1
Nc1ccc2c(c1)C(=O)CCC2,-4
FC(F)(F)Oc1ccccc1C(c1nnnn1C1CCCC1)N1CCN(C/C=C/c2ccccc2)CC1 (centres undefined),-2
CCOC(=O)c1cc(OC(C)=O)c2ccc(OC)c(OC)c2c1,4
CN1OC[C@@H]2CN(S(=O)(=O)c3ccccc3)[C@H](c3ccccc3Br)C[C@@H]21,-3
CSc1ccc(NC(=O)NN(c2ccccc2)C2CCS(=O)(=O)C2)cc1 (centres undefined),-6
O=C1NC(c2ccccc2)c2c(-c3ccccc3)n[nH]c21 (centres undefined),1
COc1cc(OC)cc(C(=O)N2CCN(S(=O)(=O)c3ccc4c(c3)OCCO4)CC2)c1,-1
CCNC(=S)/N=C(/Nc1ccc(OC)cc1)Nc1nc(C)cc(C)n1,-1
Cc1ccc(S(=O)(=O)N(C)c2ccc(OCC(=O)Nc3cc(C(=O)O)ccc3Cl)cc2)cc1,8
COc1cc2c(NCCCCCO)ncnc2c(OC)c1OC,1
CCNC(=O)C1(C)CCN(Cc2ccc(-c3ccccc3)cc2)C1 (centres undefined),0
NS(=O)(=O)c1ccc(NC(=O)Nc2ccc(C(F)(F)F)cc2)cc1,2
O=C1NC[C@H](CCCCN2CCN(CC3CCCCC3)C(=O)C2=O)N(CCC2CCCCC2)C1=O,6
O=C(C(=O)N1CCC(CNS(=O)(=O)Cc2ccccc2)CC1)c1cccs1,-1
CCOC(=O)C1(C)CCN1C(=O)c1ccc2ccccc2c1 (centres undefined),1
CC(=O)Nc1cc(-c2ccc(S(C)(=O)=O)cc2)cn2c(-c3ccc(F)c(Cl)c3)cnc12,-2
CCCS(=O)(=O)NC(=O)C1(C)CCCN(C(=O)c2cc(C)nn2C(C)(C)C)C1 (centres undefined),-3
CCc1nc2c(OCCC3CCCCC3)cccn2c1N(C)C(=O)CC(C)C,-1
CCCNC(=O)C1(C)CCCN(Cc2csc3ccccc23)C1 (centres undefined),-1
CS(=O)(=O)N1Cc2cc(C(=O)NCC3CCCCC3)nc(-c3cccc(-c4cccnc4)c3)c2[C@H]1CCO,-1
O=C(N1CCOCC1)N1[C@H](COCc2ccccc2)C=CS1(=O)=O,-2
CCOC(=O)CN(c1sc(C)c(C)c1C(=O)OCC)S(=O)(=O)c1ccc(C)cc1,-7
COc1cc(C(O)c2nc(-c3ccc4ccccc4c3)cs2)ccc1F (centres undefined),2
S=C1SCN(CCc2ccccc2)CN1CCc1ccccc1,-3
COc1ccc([C@H]2N[C@]3(CCCN(Cc4ccco4)C3=O)[C@H]3C(=O)N(Cc4ccccc4)C(=O)[C@@H]23)cc1,-2
O=CNc1cc(-c2ccsc2)cn2c(-c3ccccc3)cnc12,17
CS(=O)(=O)N(CC(=O)N1CCc2ccccc2C1)c1ccc(Br)cc1,-1
CN(CC(=O)Nc1ccc(Cl)c(Cl)c1)CC(=O)N1CCCCCC1,-9
Cc1ccc(S(=O)(=O)N2CCOCC2)cc1NC(=O)COC(=O)COc1ccc(C#N)cc1,-1
Cc1ccc(Nc2nc(N)nc(N)c2N=O)cc1Cl,-1
CCCCNC(=O)C[C@H]1C[C@@]2(C(=O)OC)C(=C[C@H](C(C)(C)C)O[C@@H]2C)N(CCC2=CCCCC2)C1=O,-3

# Sorted by count of non-hydrogen atoms (lowest first): part of the list above
SMILES,Wnt act
CN(CC(=O)Nc1ccc(Cl)c(Cl)c1)CC(=O)N1CCCCCC1,-9
CS(=O)(=O)N(CC(=O)N1CCc2ccccc2C1)c1ccc(Br)cc1,-1
CS(=O)(=O)N1Cc2cc(C(=O)NCC3CCCCC3)nc(-c3cccc(-c4cccnc4)c3)c2[C@H]1CCO,-1

# Other entries follow:
SMILES,Wnt act
O=S1(=O)N[C@@H](Cc2ccccc2)COc2cc(N3CCC[C@@H]3CO)ccc21,-2
CCC(=O)N1CCCC1(C)C(=O)Nc1ccc2scnc2c1 (centres undefined),0
COCCCNC(=O)C[C@@H]1C[C@@]2(C(=O)OC)CCCCC=C2N(CCc2ccc(OC)c(OC)c2)C1=O,2
O=C(N/C=C/c1ccco1)Nc1cccc(Cl)c1,7
CC(C)=CCC[C@H](C)C[C@@H]1CC2=C(C(=O)OC(C)(C)O2)[C@H](c2ccc(Cl)cc2)O1,-3
CCCCC[C@@H](C)N1C[C@H](COCc2ccccc2)Oc2cc(N3CC[C@@H](O)C3)ccc2S1(=O)=O,-2
FC(F)(F)c1ccccc1Cc1c(C2CCCCC2)nc2ccc(Br)cn12,-2
C[C@H](CO)N1C[C@H](C)[C@@H](CN(C)C(=O)Nc2ccccc2F)OCc2cn(nn2)CCCC1=O,-3
CC(O)(c1cccc(F)c1)c1nc(/C=C/c2ccccc2)cs1 (centres undefined),0
O=S(=O)(c1cccc(C(F)(F)F)c1)N1c2ccccc2-n2cccc2C1c1cccnc1 (centres undefined),-3
O=c1[nH]c(=S)[nH]c2c1C(c1cccc(C(F)(F)F)c1)OC(CCc1ccccc1)C2 (centres undefined),-4
COc1ccc(CN(C)C(=O)c2cccc(S(=O)(=O)NCc3ccccc3)c2)cc1F,0
COc1ccc(CNC(=O)/C=C/[C@H]2O[C@@H](n3ccc(=O)[nH]c3=O)[C@H](O)[C@@H]2O)cc1,-1
NC(N)=Nc1cc2ccccc2c2ccccc12,1
CCc1nc2c(=O)[nH]cnc2o1,3
O=Nc1ccc(NO)c2ccccc12,-5
CC1(C)CC(=O)C=C(c2ccc(-c3ccccc3)cc2)C1=O,-2
COc1ccc(C(=O)Nc2ccc3nc(C)sc3c2)cc1S(=O)(=O)N1CCOCC1,1
Cc1cc(C)n(-c2nc(NCCN(C)C)c3c4c(sc3n2)COC(C)(C)C4)n1,7
CC1OC(C(C)(C)C)Cc2[nH][nH]c(=O)c21 (centres undefined),0
Cc1ccc2nc(-c3ccccn3)c(N)n2c1,-2
CC1(C(=O)Nc2ccc3[nH]ncc3c2)CCN1C(=O)C1(c2ccccc2)CC1 (centres undefined),7
COc1cccc(-c2cnc3c(NC(C)=O)cc(-c4ccncc4)cn23)c1,0
O=C(c1ccoc1)N1CCN(c2cc(-c3cccnc3)nc3cc(-c4cccc(Cl)c4)nn23)CC1,-4
CC1(C)CC(Cc2ccc(C(F)(F)F)cn2)N(C(=O)OC(C)(C)C)C1 (centres undefined),-2
CCOC(=O)C1CCCN(C(=O)c2cc(F)cc(F)c2)CC1 (centres undefined),-7
CC[C@@H]1CC2=C(C(=O)OC(C)(C)O2)[C@@H](CC)O1,0
Cn1c(=O)c2cc(NC(=S)NC3CCCCC3)ccc2n1C/C=C/c1ccccc1,0
COc1ccc(CCNC(=O)Nc2ccc3c(c2)c(=O)n(C)n3C)cc1OC,0
C[C@H](O)[C@@H]1CN2CCc3c([nH]c4ccccc34)[C@@H]2C[C@@H]1N(C)C(=O)Nc1ccccc1,-2
O=S1(=O)C[C@H](N2CCOCC2)[C@@H](COCc2ccccc2)N1,0
O=C(Nc1ccc2c(c1)OCO2)c1cc(C2CCCCN2C(=O)CCCc2ccccc2)on1 (centres undefined),0
CCn1c(SCC(=O)NC2CC2)nnc1-c1ccccc1,-4
COC(=O)C[C@H]1C=C[C@H](NC(=O)Nc2ccccc2)[C@@H](CO)O1,-1
CCCCCCCCN1C(=O)[C@H](CC(=O)NCCCOCCCC)C[C@@]2(C(=O)OC)CC(C)(C)CC=C12,-2
COc1ccc2sc3cccc(NCCN(C)C)c3c(=O)c2c1,-1
Cc1ccc(-c2cnc3c(c2)C(=O)N([C@H](C)CO)C[C@@H](C)[C@@H](CN(C)C(=O)Cc2ccccc2)O3)cc1,0
O=C(O)CN1C(=O)/C(=C\c2ccccc2OCc2ccccc2)SC1=S,-1
O=C(Nc1ccc2c(c1)OCCO2)C(c1cc2ccccc2o1)N1CCN(c2ccc(C(F)(F)F)cn2)CC1 (centres undefined),-12
CCCC[C@@H](CN[C@H](C)CNC)NCC1CCC(C(C)(C)C)CC1 (some centres undefined),-21
COc1ccc(NC(=O)C(c2ccncc2)n2c(=O)c(-c3ccccc3)nc3ccccc32)cc1 (centres undefined),12
CN(C)c1ccc(-c2csc(C(O)c3cccc(Cl)c3)n2)cc1 (centres undefined),-4
COc1ccc(NC(=O)C2(C)Cc3c(-c4ccc(NC(C)=O)cc4)ccnc3O2)cn1 (centres undefined),-7
O=C(Nc1cccc(Cl)c1)c1ccc2sc([C@H]3C[C@H](O)[C@@H](CO)O3)nc2c1,-1
OC(c1ccccc1)(c1nc(-c2cccc(F)c2)cs1)C(F)(F)F (centres undefined),-2
CCCc1nc2c(C)cc(Br)cn2c1Cc1ccc(C)cc1,4
Cc1ccc(S(=O)(=O)N2CC[C@H]3[C@@H](C2)C(=O)C[C@@H](c2ccccc2)N3S(=O)(=O)c2ccc(C)cc2)cc1,-2
O=C(Nc1ccccc1)C1Cc2c(-c3ccc4c(c3)OCO4)ccnc2O1 (centres undefined),-3
COc1ccccc1-c1csc(C(C)(O)c2cccc(F)c2)n1 (centres undefined),-2
CCOC1=C2[C@@H](CN(S(=O)(=O)c3ccc(C)cc3)[C@H]2c2ccccc2)[C@H]2C(=O)N(Cc3ccccc3)C(=O)[C@H]2C1,-2
C[C@H](CO)N1C[C@H](C)[C@@H](CN(C)Cc2ccccc2)OCc2cnnn2CCCC1=O,-1
COCCCn1c(SCC(=O)c2c(N)n(C3CC3)c(=O)[nH]c2=O)nnc1-c1ccccc1Cl,4
Cc1cc(C)cc(NC(=O)C2COc3ccccc3O2)c1 (centres undefined),-3
COc1ccccc1Oc1ccc(NC(=O)Cc2ccccc2)cc1,3
CCCC(=O)N1CCC1(C)C(=O)Nc1ccc(C)c(C)c1 (centres undefined),-6
C[C@H](CO)N1C[C@H](C)[C@@H](CN(C)S(=O)(=O)c2ccc(Oc3ccccc3)nc2)OCc2cnnn2CCCC1=O,-1
CCCNC(=O)C1(C)CCCN(Cc2cccc(Oc3ccccc3)c2)C1 (centres undefined),-1
COc1cc(-c2cc3nc(NCCN(C)C)ccn3n2)cc(OC)c1OC,1
COc1ccc(CN2C(=O)c3ccccc3C2c2nnnn2-c2ccc3c(c2)OCCO3)cc1OC (centres undefined),7
CCOC(=O)c1c(CC(C)C)csc1NC(=O)COC(=O)c1cnc(C)cn1,-2
# (next part)
SMILES,Wnt act
Fc1ccc(Nc2nc(NCc3cccs3)nc3ccsc23)cc1,-2
CC(=O)/C(C#N)=C1\NC(=O)C(Cc2ccccc2C)S1 (centres undefined),4
Cc1ccc(N=Cc2cc3c(cc2[N+](=O)[O-])OCO3)cc1[N+](=O)[O-],3
CC(=O)Nc1ccc(-c2ccnc3c2CC(C(=O)NCC2CC2)O3)cc1 (centres undefined),-2
CCCCN(C(C)=O)c1ccc2c(c1)C1CC2CCN1Cc1ccccc1 (centres undefined),0
O=C(CSc1ccc(Cl)cc1)Nc1cc(-c2nc3ncccc3o2)ccc1Cl,0
COC(=O)C1=C(C)N(Cc2ccc(C(F)(F)F)cc2)C(=NCc2ccc(C(F)(F)F)cc2)NC1c1ccc(F)cc1 (centres undefined),-25
CC(=O)c1ccc(Sc2ccccn2)c([N+](=O)[O-])c1,-2
CC1CCC2(CC1)NC(=O)N(CC(=O)Nc1cccc(S(=O)(=O)N(C)c3ccccc3)c1)C2=O (centres undefined),-4

# 14 compounds out of the list, sorted by molecular weight, descending:
SMILES,Wnt act
COC(=O)C1=C(C)N(Cc2ccc(C(F)(F)F)cc2)C(=NCc2ccc(C(F)(F)F)cc2)NC1c1ccc(F)cc1 (centres undefined),-25
C[C@H](CO)N1C[C@H](C)[C@@H](CN(C)S(=O)(=O)c2ccc(Oc3ccccc3)nc2)OCc2cnnn2CCCC1=O,-1
COc1ccc(CN2C(=O)c3ccccc3C2c2nnnn2-c2ccc3c(c2)OCCO3)cc1OC (centres undefined),7
CC1CCC2(CC1)NC(=O)N(CC(=O)Nc1cccc(S(=O)(=O)N(C)c3ccccc3)c1)C2=O (centres undefined),-4
O=C(CSc1ccc(Cl)cc1)Nc1cc(-c2nc3ncccc3o2)ccc1Cl,0
CCOC(=O)c1c(CC(C)C)csc1NC(=O)COC(=O)c1cnc(C)cn1,-2
COc1cc(-c2cc3nc(NCCN(C)C)ccn3n2)cc(OC)c1OC,1
CCCCN(C(C)=O)c1ccc2c(c1)C1CC2CCN1Cc1ccccc1 (centres undefined),0
Fc1ccc(Nc2nc(NCc3cccs3)nc3ccsc23)cc1,-2
Cc1ccc(N=Cc2cc3c(cc2[N+](=O)[O-])OCO3)cc1[N+](=O)[O-],3
CCCC(=O)N1CCC1(C)C(=O)Nc1ccc(C)c(C)c1 (centres undefined),-6
CC(=O)/C(C#N)=C1\NC(=O)C(Cc2ccccc2C)S1 (centres undefined),4
Cc1cc(C)cc(NC(=O)C2COc3ccccc3O2)c1 (centres undefined),-3
CC(=O)c1ccc(Sc2ccccn2)c([N+](=O)[O-])c1,-2

# From PubChem BioAssay

# Only part of the results is shown; count on the stated rates, not on these rows.
